BRCA1 expr act – qHTS Assay to Identify Small Molecule Activators of BRCA1 Expression | MCF7-BRCA1-FFLuc reporter, luminescence, 48 h; response scale: scaled: vehicle 0%, 10 µM genistein 100% | Potency, µM (highest dose often 46.1 µM), for the others: at the highest dose activation, actives largely listed as activators | hit rate 1.1% among 380,000 | AID 624202, 2012; further: potency means the concentration at half of the fitted maximal effect; nearly all actives have a fitted effect of over 80% in size; some results filed as inactive show a strong effect at the top dose
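First, MCF7-BRCA1-FFLuc cells (2000/well) attach for 2 h; next, compounds are pin-added and incubated 48 h at 37 °C; finally, luciferase reagent is added and luminescence read after 15 min.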
TSG101-PTAP inh – qHTS Assay for Iinhibitors of HIV-1 Budding by Blocking the Interaction of PTAP/TSG101; 340,000 tested, under 10 active; Potency, µM (doses to about 115 µM), without a hit: top-dose activity change, negative = inhibition, usual class: inhibitors; Fluorescence polarization, FITC-PTAP peptide / Tsg101 binding; Tumor susceptibility gene 101 protein (Homo sapiens), Q99816; active means well fitted inhibition curve with a large enough effect in the main read-out, with a control signal flat, not every such curve was filed as active; inconclusive means small, poorly fitted or top-dose-only effect, or effect the other way, or a change in a side signal; inactive means no such curve, though single readings can be large or run the other way; further: potency means the concentration at half of the fitted maximal effect; % of control where 0% means no effect
Target sequence (Q99816 whole entry, looked up): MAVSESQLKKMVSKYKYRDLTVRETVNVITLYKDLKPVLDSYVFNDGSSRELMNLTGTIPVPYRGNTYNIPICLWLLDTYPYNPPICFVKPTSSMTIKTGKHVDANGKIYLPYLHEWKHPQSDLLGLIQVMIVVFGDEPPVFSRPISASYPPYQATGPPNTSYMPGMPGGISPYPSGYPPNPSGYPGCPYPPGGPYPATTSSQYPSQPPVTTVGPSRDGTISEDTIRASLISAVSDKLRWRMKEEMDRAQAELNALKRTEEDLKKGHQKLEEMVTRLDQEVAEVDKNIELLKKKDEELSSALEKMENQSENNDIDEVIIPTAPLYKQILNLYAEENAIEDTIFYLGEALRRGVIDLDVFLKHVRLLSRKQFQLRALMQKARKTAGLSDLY
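Compounds were pin-transferred onto Tsg101 binding domain (10 uM final) in HEPES pH 7.5 buffer, then FITC-PTAP peptide was added at 50 nM final. After 20 min at RT, polarization reported peptide displacement across a qHTS concentration series.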
B2AR arrestin – qHTS assay of beta-arrestin-biased ligands of beta2-adrenergic receptor | beta-arrestin recruitment to beta2AR, cell-based reporter | Potency, µM (highest dose often 46.1 µM), for the others: at the highest dose activation, usual class: activators | hit rate 0.02% among 330,000;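 further: potency means the concentration at half of the fitted maximal effect; 0% = DMSO controls and full agonism = EC100 isoproterenol or metaproterenol; nearly all actives have a fitted effect of over 65% in size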
ELG1 genotox – qHTS screen for small molecules that induce genotoxicity in human embryonic kidney (HEK293T) cells expressing luciferase-tagged ELG1; HEK293T ELG1-luciferase reporter, luminescence, 16 h; Potency, µM (titrated, usually from 46 µM), for inactives: top-dose activity change, positive = activation, most hits filed as activators; hit rate 1.3% among 330,000; AID 504466, 2011; further: potency means the concentration at half of the fitted maximal effect; % of control where 0% means no effect; nearly all actives have a fitted effect of over 60% in size
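Genotoxicity was scored as increased ELG1-luciferase reporter signal, measured by ONE-Glo luminescence (30 min, room temperature). Compound or vehicle exposure of the HEK293T reporter cells lasted 16 hr at 37°C.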
uPA surface inh – qHTS for Inhibitors of Cell Surface uPA Generation | AID 540303, 2011 | hit rate 0.31% among 330,000 | Potency, µM (top dose mostly 38.3 µM), inactives show at the top dose activity change, negative = inhibition, hits mostly inhibitors | cell surface uPA generation assay, qHTS; active means well fitted inhibition curve with a large enough effect; inconclusive means small, poorly fitted or top-dose-only effect; inactive means no such curve, though single readings can be large or run the other way; tested in mouse RAW 264.7 cells; further: potency means the concentration at half of the fitted maximal effect; on the % scale 0 is the no-effect control and ±100 the full control effect; nearly all actives have a fitted effect of over 55% in size
Eya2 phos inh – qHTS Assay for Inhibitors of the Phosphatase Activity of Eya2. hit rate 0.006% among 330,000. recombinant Eya2, OMFP fluorescence dephosphorylation (OMFP is methylfluorescein phosphate). Potency, µM (top dose mostly 76.9 µM), without a hit: at the top dose activity, negative = inhibition, usual class: inhibitors. AID 488837, 2010. Protein phosphatase EYA2 (Homo sapiens), O00167; further: potency means the concentration at half of the fitted maximal effect; on the % scale 0 is the no-effect control and ±100 the full control effect
Target sequence (O00167 whole entry, looked up): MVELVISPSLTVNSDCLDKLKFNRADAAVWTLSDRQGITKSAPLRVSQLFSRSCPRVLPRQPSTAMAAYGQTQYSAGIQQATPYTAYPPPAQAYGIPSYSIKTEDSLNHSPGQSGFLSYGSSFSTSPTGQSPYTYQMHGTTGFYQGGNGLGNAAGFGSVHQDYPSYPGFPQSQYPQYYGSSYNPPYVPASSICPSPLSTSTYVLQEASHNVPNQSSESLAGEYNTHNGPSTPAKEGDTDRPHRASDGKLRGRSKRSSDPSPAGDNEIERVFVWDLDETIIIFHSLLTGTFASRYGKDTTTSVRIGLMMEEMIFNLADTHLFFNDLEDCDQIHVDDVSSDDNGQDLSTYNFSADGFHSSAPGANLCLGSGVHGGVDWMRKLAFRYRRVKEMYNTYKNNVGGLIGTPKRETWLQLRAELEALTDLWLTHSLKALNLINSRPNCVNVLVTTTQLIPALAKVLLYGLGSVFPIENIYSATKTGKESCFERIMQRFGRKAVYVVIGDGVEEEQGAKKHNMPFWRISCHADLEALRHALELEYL
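Eya2 (0.2 uM) preincubated 10 min at ambient with compound, then OMFP substrate added at 50 uM; 10 min reaction in 50 mM HEPES pH 7.5, 50 mM NaCl, 5 uM MgCl2, 0.05% BSA, 1 mM DTT. Fluorescence read at Ex 485/Em 525 nm.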
a7 integrin act – qHTS for Activators of Integrin-Mediated Alleviation for Muscular Dystrophy | alpha7betagal myoblasts, beta-gal FDG fluorescence, 48 h | Potency, µM (titrated, usually from 38.3 µM), for inactives: at the top dose activation, usual class: activators | hit rate 0.064% among 350,000 | AID 624291, 2012;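 further: potency means the concentration at half of the fitted maximal effect; 100% = response of the positive control SU9516; nearly all actives have a fitted effect of over 60% in size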
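alpha7betagal+/- myoblasts (passage 13, 250/well) treated 48 h at 37C with compounds at 1:260 dilution of DMSO stock. Lysed, then beta-galactosidase activity read as FDG fluorescence (ex 480/em 540) after 30 min, with pre-read for autofluorescence.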
ASM inhibitor – Inhibitors of Secretory Acid Sphingomyelinase (S-ASM): qHTS. Potency, µM (top dose mostly 57.5 µM), inactives show at the top dose activity change, negative = inhibition, usual class: inhibitors. hit rate 0.006% among 340,000. placental ASM, HMU-PC fluorogenic substrate, 60 min. Sphingomyelin phosphodiesterase (Homo sapiens), P17405; further: potency means the concentration at half of the fitted maximal effect
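Human placenta-derived ASM preincubated with compound 10 min at room temperature, then reacted with 9 uM (final) fluorogenic HMU-PC substrate for 60 min at 37 C. Stop solution raises pH to 10; fluorescence read at Ex 386/Em 447 nm.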
TRPV1 ag – HTS Assay for Compounds that Act as Agonists of the Vanilloid Receptor 1; Transient receptor potential cation channel subfamily V member 1 (Homo sapiens), Q8NER1; hit rate 0.19% among 320,000; AID 540275, 2011; TRPV1-expressing cells, Fluo-8 calcium influx, agonist mode; activation, % at 8.33 µM; in the data active means activation above about 80%; inconclusive means between about 30% and that limit; further: 0% is about no effect
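TRPV1-expressing cells were cultured overnight at 35.5C and loaded with Fluo-8 calcium dye for 40 to 90 min at room temperature. After a 10 s baseline, compound was added and calcium influx was read kinetically for 3 min (ex 480/em 520 nm).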
USP2a block – qHTS Assay for Inhibitors of Ubiquitin-specific Protease USP2a Using CHOP2 as the Reporter; USP2 core, Ub-CHOP2 coupled fluorogenic reporter, 485/531; hit rate 0.01% among 330,000; Potency, µM (titrated, usually from 38.3 µM), without a hit: top-dose activity change, negative = inhibition, hits mostly inhibitors;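 further: potency means the concentration at half of the fitted maximal effect; plate controls were DMSO wells for no effect and full inhibition by NEM control for full effect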
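USP2 core (10nM final) preincubated 30min RT with compound in 20mM Tris-HCl pH 8.0, 2mM CaCl2, 2mM beta-mercaptoethanol, 0.05% CHAPS; 25nM Ub-CHOP2 plus 25nM reporter substrate added, fluorescence (Ex485/Em531) read after 60min.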
p53 reactivation – qHTS assay for re-activators of p53 using a Luc reporter. H1299 p53-A138V BP100-luciferase reporter, luminescence, 24 h. Potency, µM (series often up to 92.2 µM), for the others: at the highest dose activity change, positive = activation, most hits filed as activators. hit rate 0.063% among 320,000. AID 504706, 2011; further: potency means the concentration at half of the fitted maximal effect; % of control where 0% means no effect; nearly all actives have a fitted effect of over 45% in size
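p53-null H1299 cells stably carrying temperature-sensitive p53-A138V and a BP100-luciferase reporter were pinned with compounds (4-point, 1:5 series) and held 24 hrs at 37 deg C. Luminescence was read 10 min after detection reagent.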
* = called active by the depositor; [ ] = remark or other dose. Unless noted, the call rests on the fitted dose curve; in most records, active means well fitted curve in the direction sought with a large enough effect; inconclusive means small, poorly fitted or top-dose-only effect, or another doubt; inactive means no such curve, though single readings can be large; an effect the other way counts as inactive or inconclusive.

`CCc1cc(=O)oc2cc(C)cc(OCC(=O)NCCCN3CCOCC3)c12` gave BRCA1 expr act 10%, TSG101-PTAP inh -7%, B2AR arrestin -0.8%, ELG1 genotox 3%, uPA surface inh 4%, Eya2 phos inh -4%, a7 integrin act -5%, ASM inhibitor -1%, TRPV1 ag 0, USP2a block 1% and p53 reactivation -6%.
Screening CSc1nsc2nc(=O)c(/C=C3\C(C)=Nc4ccccc43)c(N)n12 returned BRCA1 expr act -28%, TSG101-PTAP inh -4%, B2AR arrestin -0.8%, ELG1 genotox -5%, uPA surface inh 6%, Eya2 phos inh 4%, a7 integrin act 10%, ASM inhibitor inconclusive, TRPV1 ag -3, USP2a block 7% and p53 reactivation inconclusive.
Screening C/C(=N\Nc1cc(C(F)(F)F)ccc1Cl)c1ccccc1O returned BRCA1 expr act -34%, TSG101-PTAP inh -1%, B2AR arrestin -1.8%, ELG1 genotox -2%, uPA surface inh -2%, Eya2 phos inh -9%, a7 integrin act -10%, ASM inhibitor -10%, TRPV1 ag 14, USP2a block 1% and p53 reactivation 25%.
`COc1cc(C(=O)NCc2cn3ccsc3n2)cc(OC)c1OC` gave BRCA1 expr act -44%, TSG101-PTAP inh -10%, uPA surface inh -7%, a7 integrin act 4% and ASM inhibitor 0%.
For O=C(O)c1ccc(N2Cc3ccccc3C2)cc1O the results were BRCA1 expr act 70%, TSG101-PTAP inh -14%, B2AR arrestin 0.3%, ELG1 genotox 3%, uPA surface inh -6%, Eya2 phos inh -7%, a7 integrin act 16%, ASM inhibitor 6%, TRPV1 ag -2, USP2a block -2% and p53 reactivation 26%.
`CCC(=O)Nc1nnc(CSCc2ccc(F)cc2)s1` gave BRCA1 expr act 7%, TSG101-PTAP inh 0%, B2AR arrestin 0.1%, ELG1 genotox 3%, uPA surface inh 13%, Eya2 phos inh 6%, a7 integrin act 11%, ASM inhibitor 3%, TRPV1 ag 3, USP2a block -2% and p53 reactivation -1%.
`O=C(NCC(=O)N(Cc1cccs1)C(C(=O)NC1CCCC1)c1cccnc1)c1ccco1` (stereo not drawn) gave BRCA1 expr act 1%, TSG101-PTAP inh -2%, B2AR arrestin -0.5%, ELG1 genotox -5%, uPA surface inh -4%, Eya2 phos inh 2%, a7 integrin act -2%, ASM inhibitor 0%, TRPV1 ag 5, USP2a block -3% and p53 reactivation 1%.
Screening Cc1ccc(NC(=O)c2cc(-c3cccs3)on2)cc1C returned BRCA1 expr act inconclusive, TSG101-PTAP inh -8%, B2AR arrestin 0.0%, ELG1 genotox inconclusive, uPA surface inh -6%, Eya2 phos inh -4%, a7 integrin act inconclusive, ASM inhibitor 5%, TRPV1 ag 29, USP2a block 3% and p53 reactivation 15%.
Screening O=c1[nH]nc(SCc2ccccc2Cl)n1-c1ccc2c(c1)OCCO2 returned BRCA1 expr act -4%, TSG101-PTAP inh -2%, B2AR arrestin 0.5%, ELG1 genotox -2%, uPA surface inh 4%, Eya2 phos inh -19%, a7 integrin act 0%, ASM inhibitor 1%, TRPV1 ag 11, USP2a block 0% and p53 reactivation -2%.
For COc1ccc(NC(=O)CN(C)C(=O)c2ccc(NS(=O)(=O)c3ccc4[nH]c(=O)[nH]c4c3)cc2)cc1 the results were BRCA1 expr act 6%, TSG101-PTAP inh 1%, B2AR arrestin -0.1%, ELG1 genotox 3%, uPA surface inh 17%, Eya2 phos inh -1%, a7 integrin act 9%, ASM inhibitor 0%, TRPV1 ag -4, USP2a block 0% and p53 reactivation 2%.
Screening O=C(NCc1ccc2c(c1)OCO2)c1cccnc1Cl returned BRCA1 expr act -5%, TSG101-PTAP inh -1%, B2AR arrestin -0.2%, ELG1 genotox 1%, uPA surface inh -31%, Eya2 phos inh inconclusive, a7 integrin act -22%, ASM inhibitor 0%, TRPV1 ag -1, USP2a block 2% and p53 reactivation 0%.
O=C(Nc1ccccc1)c1n[nH]c(Cn2cncn2)n1 was read as BRCA1 expr act -2%, TSG101-PTAP inh -1%, B2AR arrestin 0.2%, ELG1 genotox 1%, uPA surface inh 3%, Eya2 phos inh -2%, a7 integrin act -24%, ASM inhibitor 0%, USP2a block 0% and p53 reactivation 2%.
`Cc1ccccc1NC(=S)N(Cc1cccs1)C1CCCC1` gave BRCA1 expr act -16%, TSG101-PTAP inh -3%, B2AR arrestin 0.1%, ELG1 genotox -1%, uPA surface inh 3%, Eya2 phos inh -12%, a7 integrin act 8%, ASM inhibitor 1%, TRPV1 ag 8, USP2a block -1% and p53 reactivation 4%.
For O=C(O)c1ccc2nc(-c3ccco3)c(-c3ccco3)nc2c1 the results were BRCA1 expr act -3%, TSG101-PTAP inh -1%, B2AR arrestin -0.1%, ELG1 genotox -1%, uPA surface inh -9%, Eya2 phos inh 1%, a7 integrin act -12%, ASM inhibitor 282%[activator], TRPV1 ag 0, USP2a block 1% and p53 reactivation -1%.
`S=C(NCCc1ccccc1)N1CCN(Cc2ccccc2)CC1` gave BRCA1 expr act 42%, TSG101-PTAP inh -1%, B2AR arrestin 7.5%, ELG1 genotox -1%, uPA surface inh -6%, Eya2 phos inh -4%, a7 integrin act 11%, ASM inhibitor 4%, TRPV1 ag 15, USP2a block 2% and p53 reactivation inconclusive.
Screening COc1nc(N)nc2nc[nH]c12 returned BRCA1 expr act 2%, TSG101-PTAP inh 0%, B2AR arrestin -0.1%, ELG1 genotox 11%, uPA surface inh -6%, Eya2 phos inh 9%, ASM inhibitor 5%, TRPV1 ag 3 and USP2a block 1%.
COc1ccccc1N1CCN(C(=O)CCc2c[nH]c3ccccc23)CC1 was read as BRCA1 expr act -14%, TSG101-PTAP inh -4%, B2AR arrestin -0.2%, ELG1 genotox -1%, uPA surface inh 21%, Eya2 phos inh 16%, a7 integrin act -13%, ASM inhibitor 3%, TRPV1 ag 24, USP2a block 1% and p53 reactivation -2%.
Cc1cccc(-n2ccnc2SCC(=O)N2CCCc3ccccc32)c1C was read as BRCA1 expr act -34%, TSG101-PTAP inh -2%, B2AR arrestin -0.4%, ELG1 genotox -6%, uPA surface inh 4%, Eya2 phos inh -3%, a7 integrin act 22%, ASM inhibitor 5%, TRPV1 ag 22, USP2a block 2% and p53 reactivation -3%.
Screening O=C(NCc1ccco1)/C(=C/c1cccnc1)NC(=O)c1ccco1 returned BRCA1 expr act 10%, TSG101-PTAP inh -8%, B2AR arrestin 7.4%, ELG1 genotox 0%, Eya2 phos inh -1%, a7 integrin act -8%, ASM inhibitor 1%, USP2a block 1% and p53 reactivation -2%.
Cc1sc2nc(CN3CCOCC3)[nH]c(=S)c2c1C was read as BRCA1 expr act -10%, TSG101-PTAP inh -1%, B2AR arrestin 0.1%, ELG1 genotox 1%, uPA surface inh -7%, Eya2 phos inh -13%, a7 integrin act -31%, ASM inhibitor -1%, TRPV1 ag 11, USP2a block 1% and p53 reactivation -2%.
For CCCN(CCC)CC(O)CN1C(=O)N(CN2C(=O)N(CC(O)CN(CCC)CCC)C(=O)C2(C)C)C(C)(C)C1=O (stereo not drawn) the results were BRCA1 expr act -11%, TSG101-PTAP inh -2%, B2AR arrestin 3.5%, ELG1 genotox -19%, uPA surface inh -14%, Eya2 phos inh -18%, a7 integrin act -41%[inhibitor], ASM inhibitor 2%, TRPV1 ag 0, USP2a block 3% and p53 reactivation 5%.
`CS(=O)(=O)n1nc(OC(=O)c2cccs2)cc1N` gave BRCA1 expr act 10%, TSG101-PTAP inh -5%, B2AR arrestin -1.2%, ELG1 genotox -2%, uPA surface inh 6%, Eya2 phos inh 5%, a7 integrin act -22%, ASM inhibitor 3%, TRPV1 ag 3, USP2a block 0% and p53 reactivation 6%.
O=C(CCCOc1ccccc1)N1CCN(c2ccc(F)cc2)CC1 was read as BRCA1 expr act inconclusive, TSG101-PTAP inh -1%, B2AR arrestin -0.5%, ELG1 genotox inconclusive, uPA surface inh 11%, Eya2 phos inh -33%, a7 integrin act 19%, ASM inhibitor -2%, TRPV1 ag inconclusive, USP2a block 5% and p53 reactivation 13%.

High-throughput results as filed in PubChem BioAssay.

The order is random. About 2.6% of those tested had a hit in this group.
